MEX-5 binding – C. elegans MEX-5 TCR-2 RNA binding activity; Q9XUB2; MEX-5/FITC-TCR2 RNA binding, fluorescence polarization; stronger effect = lower value; activity score (negative = inhibition of binding), % at 10 µM; hit rate 0.38% among 300,000; AID 1832;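 active = inhibition past about -25% in most replicates, and total fluorescence under double the plate's negative control median, limit read from the data; inconclusive = replicates evenly split on the limit, or fluorescence at least double controls; inactive = too little inhibition in most replicates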;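 note: 0% = DMSO and -100% = 5 µM competing unlabeled TCR2 RNA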
Target sequence (Q9XUB2 whole entry, looked up): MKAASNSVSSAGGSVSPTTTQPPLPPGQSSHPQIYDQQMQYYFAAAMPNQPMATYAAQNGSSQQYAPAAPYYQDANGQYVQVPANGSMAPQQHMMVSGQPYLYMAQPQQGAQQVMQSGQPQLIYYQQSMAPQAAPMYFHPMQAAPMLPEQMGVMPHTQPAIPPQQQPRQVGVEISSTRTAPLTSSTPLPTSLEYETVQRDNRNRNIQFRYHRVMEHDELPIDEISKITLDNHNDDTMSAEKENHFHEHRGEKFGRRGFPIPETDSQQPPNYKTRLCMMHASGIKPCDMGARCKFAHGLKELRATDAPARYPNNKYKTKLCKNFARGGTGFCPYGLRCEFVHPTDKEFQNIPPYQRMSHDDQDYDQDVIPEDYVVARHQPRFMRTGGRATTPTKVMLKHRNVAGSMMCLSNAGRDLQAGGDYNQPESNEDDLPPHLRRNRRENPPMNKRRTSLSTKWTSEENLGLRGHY
PAFAH1B2 FP inh – PAFAH1B2 (human) inhibition | P68402 | recombinant PAFAH1B2, FP-rhodamine activity probe, fluorescence polarization | inhibition, % at 3.39 µM | hit rate 1.2% among 340,000 | AID 492953;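 active = inhibition above the mean of all tested compounds plus 3 SD, cut at about 24% in these data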;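 note: 0% = enzyme with DMSO and 100% = wells lacking PAFAH1B2; many of its hits are not listed in these tables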
Target sequence (P68402 whole entry, looked up): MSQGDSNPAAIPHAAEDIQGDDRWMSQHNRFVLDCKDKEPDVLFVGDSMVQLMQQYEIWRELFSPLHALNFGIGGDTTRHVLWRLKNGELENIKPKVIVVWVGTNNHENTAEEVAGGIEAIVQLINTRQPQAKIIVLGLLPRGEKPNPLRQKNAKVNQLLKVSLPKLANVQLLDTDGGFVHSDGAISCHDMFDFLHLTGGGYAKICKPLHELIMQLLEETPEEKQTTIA
* marks the source's active call; other numbers are inactive results; ? = inconclusive.

SMILES	MEX-5 binding	PAFAH1B2 FP inh
Oc1ccc(-c2[nH]ncc2-c2ccc(Br)cc2)c(O)c1	-16	21
Cn1c(=O)c2c(nc(CN3CCN(c4ccccc4)CC3)n2Cc2ccccc2Cl)n(C)c1=O	0.9	9
CCCCC(NC(=O)CCc1c(C)c2cc3c4c(oc3c(C)c2oc1=O)CCCC4)C(=O)O (centres undefined)	-1.6	20
C[n+]1ccccc1/C=C/c1ccccc1Cl	-2.3	2
COc1ccc(-c2c(C)nn3c(N4CCOCC4)cc(C)nc23)cc1OC	0.0	5
COc1ccc(N2CCN(C(=O)c3ccc(COc4ccc([N+](=O)[O-])cc4)o3)CC2)cc1	-0.3	6
O=C(c1ccccc1)c1c[nH]c2ccccc12	1.5	1
COCCN(CC1CCCN(C2Cc3ccccc3C2)C1)C(=O)CCC(C)=O (centres undefined)	3.2	3
Cc1cccc(CCN(C(=O)c2snc(C(N)=O)c2N)C(C(=O)NCC2CCCO2)c2ccc(F)cc2)c1 (centres undefined)	-1.9	5
Cc1ccc(C(=O)NCc2ccco2)cc1	1.9	4
COc1cc2nc(NC(=O)c3ccccc3)sc(=O)c2cc1OC	-1.0	0
O=C(O)c1ccccc1NC1CCCCC1NS(=O)(=O)c1ccccc1 (centres undefined)	0.4	7
Cc1ccc(SC[C@H](c2ccccc2)N2CCN(C)CCC2=O)cc1	-5.1	2
O=C(NNC(=O)c1cc2ccccc2cc1O)NC1CCCCC1	0.2	4
CN1C(=S)N(c2cccnc2)C(=O)/C1=C\c1ccc(N(C)C)cc1	0.5	-9
COc1nccnc1NS(=O)(=O)c1ccc(N)cc1	0.5	2
COc1ccc(-c2nc(N)ncc2-c2ccc(OC)c(OC)c2)c(O)c1	-0.9	3
Cc1ccc([N+](=O)[O-])cc1NC(=S)NC(=O)c1c(Cl)cnn1C	-1.1	3
O=C(C(=O)N1CCCCCC1)c1c[nH]c2ccccc12	1.9	-4
CCc1ccc(CNC(=O)c2ccc(OC3CCN(C(=O)COC)CC3)cc2)nc1	0.5	1
COc1ccc(CN(C#N)c2nc(C)cc(C)n2)cc1	0.2	4
C/C(=N\NC(=O)c1ccc2c(c1)OCO2)c1ccc(NC(=O)CCCC(=O)O)cc1	-2.5	0
CC(=O)Nc1ccc(N=Cc2c(O)c3ccccc3oc2=O)cc1	-10	4
COCC1CCN(C(=O)c2cc(COc3ccc(C)c(C)c3)on2)C1 (centres undefined)	2.8	2
CCOc1ccc2[nH]c3c(NCCC(C)C)ncnc3c2c1	3.3	6
New compounds follow
SMILES	MEX-5 binding	PAFAH1B2 FP inh
O=C1CC(c2ccco2)CC(O)=C1C=NCCN1CCN(C2CC(=O)N(c3ccccc3)C2=O)CC1 (centres undefined)	-1.2	6
COc1ccc(-c2nc(N)n(C(=O)c3ccccc3)n2)cc1	-0.4	4
O=S(=O)(N/N=C\c1ccc2c(c1)OCO2)c1ccccc1	2.2	6
COc1cccc(N2CCN(c3nc(-c4ccccc4C)cc(=O)[nH]3)CC2)c1	-4.2	-2
CCN(CC)S(=O)(=O)c1ccc(NC(=S)NC(=O)C2CCC2)cc1	-2.6	-4
CCN(CC)S(=O)(=O)c1ccc2[nH]c(=O)c3ccccc3c2c1	-1.3	3
COc1cc(OC)c(/C=N/NC(=O)c2ccc(NC(C)=O)cc2)cc1Br	-3.0	2
Cc1cc(CNC(=O)C2CCC(=O)N(CCc3cccc(F)c3)C2)nn1C (centres undefined)	0.5	2
O=S(=O)(NCc1ccccc1)c1ccc(Br)s1	-1.2	17
Cc1nnc(SCC(=O)N2CCC(C(=O)Nc3nccs3)CC2)n1Cc1ccccc1	1.5	2
CCOc1cc(CN2CCCC(N3CCc4ccccc4C3)C2)ccc1O (centres undefined)	2.9	2
CC1(C)Cc2cccc(OCC(O)CN3CCN(c4ccccn4)CC3)c2O1 (centres undefined)	-0.7	3
COc1cc(C)c(Cl)cc1S(=O)(=O)N1CCSC1	0.3	2
CC1CN(C(=O)c2ccc(NS(=O)(=O)c3cccc(Cl)c3)cc2)CC(C)O1 (centres undefined)	-0.3	-1
COc1ccc(CCCC(=O)NCCc2ccccc2)c(C)c1	0.1	7
Cn1cc([N+](=O)[O-])c(C(=O)NC2CCCCCC2)n1	-1.2	3
Cn1c(=O)n(CC(N)=O)c(=O)c2c1nc1n2CCCN1Cc1ccccc1	2.0	-1
Oc1c(Cl)cc(Cl)cc1CNc1ccccn1	2.6	-2
COc1ccc(CCN2CCCn3c2nc2c3c(=O)n(C)c(=O)n2C)cc1OC	-0.2	-2
Cc1cc(NCc2ccccn2)n2c(nc3ccccc32)c1C#N	-1.5	7
CC(=O)c1ccc(OCCn2c(SCC(=O)O)nc3ccccc32)cc1	2.2	6
Clc1cccc(-c2ccc(C=Nc3ccc(N4CCOCC4)cc3)o2)c1Cl	0.0	10
C=CCOc1ccc(C(=O)Nc2ccccc2C(=O)N2CCCC2)cc1	-0.3	-2
CCc1nnc(N/N=C/c2cc(C)c(C)cc2C)n1N	0.8	-2
COc1ccc(NC(=O)NC2CCCc3ccccc32)cc1 (centres undefined)	0.7	2
Next compounds
SMILES	MEX-5 binding	PAFAH1B2 FP inh
O=C(Nc1ccc(-c2cscn2)cc1)C1CCCN(Cc2ccc(CO)o2)C1 (centres undefined)	1.1	1
CCOC(=O)N1CCC(NC(=O)Cn2ncc3c4ccccc4n(C)c3c2=O)CC1	0.2	-1
CC(=O)c1ccc(OCc2cc(C(=O)N(C)Cc3ncc(C)[nH]3)no2)cc1	1.7	4
Cc1cc(C)c(S(=O)(=O)NC2CC(C)(C)NC(C)(C)C2)cc1Br	-0.1	7
CCCN1CCC(=O)N([C@H](CSc2ccc(C)cc2)Cc2ccccc2)CC1	0.4	2
COc1nc2ccccc2nc1N1CCN(Cc2ccc3c(c2)OCO3)CC1	-0.1	3
CCOc1cccc(C(=O)Nc2cc(C)ccc2NC(=O)c2ccco2)c1	-2.1	-1
COC(=O)Cn1c2ccccc2c2nc3ccccc3nc21	-2.4	6
Cc1cc(C(=O)NCCCN(C)C)c2ccccc2n1	-0.9	4
O=C(O)c1cccc(N/N=C/C2=C(Cl)c3cc(Cl)ccc3SC2)c1	-6.9	15
Oc1ccc(N2CCN(c3ncnc4sc(-c5ccccc5)cc34)CC2)cc1	-0.7	1
COc1cc(C2/C(=C(\O)c3ccc4c(c3)OCCO4)C(=O)C(=O)N2CCN2CCOCC2)cc(OC)c1OC (centres undefined)	-3.0	0
O=C(O)c1ccccc1C(=O)Nc1ccc(Oc2cccc3ccccc23)cc1	0.0	6
Cn1c2ccc(F)cc2c2nnc(SCCN3CCOCC3)nc21	-0.5	0
COc1ccc(N2CC(C(=O)NCc3n[nH]c(=O)c4ccccc34)CC2=O)cc1 (centres undefined)	-1.8	3
Cc1ccc(S(=O)(=O)NCC(=O)N(CC(=O)NC2CCCC2)c2ccc3c(c2)OCCO3)cc1	-0.5	4
CCc1sc(C(=O)Nc2ncccc2O)cc1C	-1.4	2
COc1ccc(OC)c(Nc2nc(-c3ccncc3)nc3ccccc23)c1	0.1	1
CC(=O)c1ccc(NC(=O)c2sc3nc(C)c(C)c(C)c3c2N)cc1	-1.0	-1
COc1ccccc1N1C(=O)C(Cl)=C(Nc2ccccc2O)C1=O	-29*	-3
O=C(C1CCCN(C2CC(=O)N(c3ccc(Cl)cc3)C2=O)C1)N1CCCC1 (centres undefined)	2.1	3
O=C1c2cccc3c([N+](=O)[O-])ccc(c23)C(=O)N1CC1CCCO1 (centres undefined)	0.0	6
O=C(O)c1cccc(-c2ccc(/C=C3/SC(=Nc4ccccc4)N(Cc4cccnc4)C3=O)o2)c1	-15	6
O=C(N/N=C/c1cc([N+](=O)[O-])ccc1O)c1ccc(COc2ccc3c(c2)CCC3)o1	0.3	7
CC(C)(C)N(Cc1ccccc1)C(=O)CN1C(=O)c2ccccc2C1=O	-1.8	10

In another format: results already given
compound | MEX-5 binding | PAFAH1B2 FP inh
COc1ccccc1N1C(=O)C(Cl)=C(Nc2ccccc2O)C1=O | -29* | -3
COc1nc2ccccc2nc1N1CCN(Cc2ccc3c(c2)OCO3)CC1 | -0.1 | 3
Cc1ccc(S(=O)(=O)NCC(=O)N(CC(=O)NC2CCCC2)c2ccc3c(c2)OCCO3)cc1 | -0.5 | 4
Cn1c2ccc(F)cc2c2nnc(SCCN3CCOCC3)nc21 | -0.5 | 0
CCOC(=O)N1CCC(NC(=O)Cn2ncc3c4ccccc4n(C)c3c2=O)CC1 | 0.2 | -1

Later entries:
SMILES	MEX-5 binding	PAFAH1B2 FP inh
CN(CC(=O)O)c1ccc(C(F)(F)F)cc1[N+](=O)[O-]	0.1	5
Cc1noc(C(=O)Nc2cccnc2Cl)c1Cl	1.8	3
O=C(Nc1ccccc1)OCCOc1ccc(Br)cc1	0.3	12
COc1ccccc1CNC(=O)COc1ccccc1C	0.5	6
O=C(O)c1ccc(NC(=O)c2ccc(COc3ccccc3)o2)cc1	3.3	1
Cc1cc(C)n(S(=O)(=O)c2cccc([N+](=O)[O-])c2)n1	-1.6	0
CCC(OC(=O)CN1C(=O)C(=O)c2ccccc21)C(=O)Nc1ccccc1OC (centres undefined)	2.4	8
COc1cc(NS(=O)(=O)c2cccc3nsnc23)c(C(=O)O)cc1OC	0.9	4
COc1ccc(C(=O)CSc2nnc(-c3ccco3)c(-c3ccco3)n2)cc1	0.1	8
Cc1ccc2nc(CNC(=O)C3CCC(=O)N(Cc4ccccc4F)C3)cn2c1 (centres undefined)	1.4	-6
O=S(=O)(c1ccccc1)N1CCN(c2ncnc3sc(-c4ccccc4)cc23)CC1	-0.8	2
Cc1ccc(S(=O)(=O)N(C)CC(=O)N2CCN(Cc3ccccc3)CC2)cc1	-0.1	1
O=[N+]([O-])c1ccccc1S(=O)(=O)N1CCN(C2CCCC2)CC1	-2.6	0
COc1ccc(CCNC(=O)c2c(C)nn(CC(C)C)c2Cl)cc1OC	0.5	1
Fc1ccc(-n2nnc(-c3ccccc3)n2)cc1	-0.9	1
COc1cccc(/C(C)=N/N=C(\C)c2cccc(OC)c2)c1	-3.2	4
C/C(=N\Nc1ccc(S(N)(=O)=O)cc1[N+](=O)[O-])c1ccc2c(c1)OCO2	2.7	-1
COc1cc(/C=C2\SC(N)=NC2=O)cc(OC)c1	-3.1	0
COC(C(=O)N/N=C(\C)c1ccc(C)cc1)c1ccccc1 (centres undefined)	-1.0	3
CCn1c2ccc(F)cc2c2nnc(SCCN3CCCCC3)nc21	0.5	1
Cc1cc(C)nc(SCC(=O)N/N=C/c2cccnc2)n1	0.8	-3
Cc1nonc1CN(C)C(=O)CC1C(=O)NCCN1Cc1ccccc1F (centres undefined)	-0.8	2
Cc1cc(C)c2c(CN3CCN(Cc4ccccc4)CC3)cc(=O)oc2c1	0.3	6
C/C(=N\NC(=O)c1cccc(N/N=C(\C)c2ccco2)c1)c1ccco1	0.3	-8
c1ccc(-c2nnsc2-c2nc3ccccc3[nH]2)cc1	-2.5	3

2 entries from above, with bars between the fields.
Compound | MEX-5 binding | PAFAH1B2 FP inh
Cc1noc(C(=O)Nc2cccnc2Cl)c1Cl | 1.8 | 3
O=C(Nc1ccccc1)OCCOc1ccc(Br)cc1 | 0.3 | 12

The list goes on:
SMILES	MEX-5 binding	PAFAH1B2 FP inh
Cc1ccc(C(=O)Nc2nc(=O)n(C(=O)c3ccccc3Cl)s2)cc1	-0.3	17
CSc1ccccc1-c1n[nH]c(=S)o1	-5.1	2
CCOc1ccc2c(c1)c1nc3ccccc3nc1n2C	?	0
COc1cccc(S(=O)(=O)NCc2ccc(C(=O)N3CCN(C)CC3)cc2)c1	0.3	-5
O=C(NNc1cc(N2CCOCC2)nc(N2CCOCC2)n1)c1ccc([N+](=O)[O-])cc1	-1.5	9
Cc1ccccc1N1CCN(Cc2ccc(Br)o2)CC1	2.1	4
CCc1ccc(NC(=O)CC2S/C(=N/N=C3CCCCCC3)NC2=O)cc1 (centres undefined)	0.0	5
O=C(O)Cc1ccc(NC(=O)Nc2ccc3c(c2)OCO3)cc1	-6.5	-7
Cn1c(=O)n(C)c2cc(CNc3ccc(N4CCOCC4)c(C(=O)O)c3)ccc21	1.9	3
Cc1ccc(NC(=O)CN2CCN(C)CC2)cc1Br	-2.8	2
CC1CN(C(=O)c2cc(S(=O)(=O)N3CCCC3)ccc2Cl)CC(C)O1 (centres undefined)	-2.1	-1
CC(C)COc1ccc(C(=O)OCCN2CCOCC2)cc1	1.2	0
Cc1cc(C)cc(NS(=O)(=O)c2c(C)[nH]c(=O)[nH]c2=O)c1	0.1	1
Cc1ccc(-c2nnn(CC(=O)Nc3ccccc3-c3ccccc3)n2)c(-n2cnnn2)c1	-0.6	2
CCn1cc(/C=C(\NC(=O)c2ccc(OC)cc2)C(=O)N2CCN(C)CC2)c2ccccc21	0.2	2

An excerpt from above in order of the PAFAH1B2 FP inh value, largest number first:
SMILES	MEX-5 binding	PAFAH1B2 FP inh
Cc1ccc(C(=O)Nc2nc(=O)n(C(=O)c3ccccc3Cl)s2)cc1	-0.3	17
O=C(NNc1cc(N2CCOCC2)nc(N2CCOCC2)n1)c1ccc([N+](=O)[O-])cc1	-1.5	9
Cc1ccccc1N1CCN(Cc2ccc(Br)o2)CC1	2.1	4
Cc1ccc(-c2nnn(CC(=O)Nc3ccccc3-c3ccccc3)n2)c(-n2cnnn2)c1	-0.6	2
CC1CN(C(=O)c2cc(S(=O)(=O)N3CCCC3)ccc2Cl)CC(C)O1 (centres undefined)	-2.1	-1
COc1cccc(S(=O)(=O)NCc2ccc(C(=O)N3CCN(C)CC3)cc2)c1	0.3	-5
O=C(O)Cc1ccc(NC(=O)Nc2ccc3c(c2)OCO3)cc1	-6.5	-7

Source: PubChem BioAssay (several laboratories)

An excerpt; the hit share may differ from the screen's.
